Screening data: PubChem BioAssay, several laboratories
LMPTP block: LMPTP phosphatase inhibitors, primary screen, biochemical, fluorescence intensity, uHTS; AID 651560, 2012; inhibition, % at 20 µM; recombinant LMPTP-A, OMFP fluorogenic substrate; 0.22% of 360,000 active; Low molecular weight phosphotyrosine protein phosphatase (Homo sapiens), P24666;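 active = compounds that cut the enzyme signal by at least half of the control window in the single-dose screen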;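 note: plate controls were DMSO wells with enzyme plus substrate for no effect and substrate without enzyme for full effect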
Target sequence (P24666 whole entry, looked up): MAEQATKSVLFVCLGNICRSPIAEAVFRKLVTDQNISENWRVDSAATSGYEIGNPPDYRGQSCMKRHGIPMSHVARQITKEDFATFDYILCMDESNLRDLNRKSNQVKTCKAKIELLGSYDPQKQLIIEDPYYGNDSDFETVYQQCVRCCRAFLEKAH
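Test system: LMPTP-A, protein tyrosine phosphatase of low molecular weight; Input: 0.625 nM enzyme; Incubation: 50 min dark incubation at room temperature; Signal: endpoint fluorescence intensity from OMFP dephosphorylation; Read-out basis: % inhibition versus control wells.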
SKN-1 inh: suppressors of acrylamide-induced Pgst-4::GFP reporter in worms, primary screen, SKN-1 inhibitor project, whole organism, uHTS, GFP/RFP fluorescence ratio, strain VP596 | C. elegans VP596 Pgst-4::GFP/RFP ratio, 24 h | 0.49% of 360,000 active | inhibition, % at 21.8 µM;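 active = interference check ratio from 0.5 to 1.5 plus GFP to RFP signal ratio inhibition reaching or exceeding a fixed threshold, cut at about 30% in these data, passing the limit was not always enough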; note: some compounds called inactive have numbers as strong as hits
SUMO1-SIM PPI: modulators of SUMO1 protein-protein interactions, primary screen, biochemical, uHTS. SUMO1 binding to a labelled peptide, TR-FRET, 1 h. inhibition, % at 20 µM. 0.33% of 360,000 active. AID 602429, 2012; in the data active = inhibition above about 37%
Target sequence (P63165 whole entry, looked up): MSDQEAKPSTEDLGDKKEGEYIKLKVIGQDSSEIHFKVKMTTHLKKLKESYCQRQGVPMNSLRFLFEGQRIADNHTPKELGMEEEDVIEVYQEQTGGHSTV
TbMetRS inhib: T. brucei MetRS inhibitors, primary screen, biochemical, luminescence | methionyl-tRNA synthetase (Trypanosoma brucei brucei) | purified T. brucei MetRS, ATP depletion, Kinase-Glo luminescence | inhibition, % at 11.9 µM | 0.4% of 360,000 active | AID 624268, 2012;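 active = inhibition above a per-plate cutoff of the control wells' mean inhibition plus 3 SD, cut at about 5.5% in these data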;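 note: 0% = DMSO wells median and 100% = median of wells with control inhibitor compound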
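Dosing: 11.9 µM single point; system: parasite MetRS enzyme; technique: luminescence of leftover ATP; times: 15 min enzyme-compound preincubation, 2 h reaction, 10 min detection, 25 °C; replicates: each compound tested once; read-out basis: percent inhibition relative to median high and low control wells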
Neddyl block: inhibitors of cullin neddylation, primary screen, biochemical, TR-FRET, uHTS, NAE and Ubc12 | 0.58% of 360,000 active | NEDD8-conjugating enzyme Ubc12 (Homo sapiens) + NEDD8-activating enzyme E1 regulatory … | AID 651699, 2012 | calls only at 25 µM; in the data active = inhibition above about 36%
STEP inh: STEP phosphatase inhibitors, primary screen, biochemical, fluorescence intensity, uHTS; recombinant STEP, OMFP fluorogenic substrate; Tyrosine-protein phosphatase non-receptor type 5 (Homo sapiens), P54829; 0.25% of 360,000 active; inhibition, % at 20 µM;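 active = inhibition at 20 µM, scaled per plate between control wells, above about 37%, limit read from the data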;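 note: 0% = DMSO with enzyme and substrate and 100% = substrate only without enzyme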
Target sequence (P54829 whole entry, looked up): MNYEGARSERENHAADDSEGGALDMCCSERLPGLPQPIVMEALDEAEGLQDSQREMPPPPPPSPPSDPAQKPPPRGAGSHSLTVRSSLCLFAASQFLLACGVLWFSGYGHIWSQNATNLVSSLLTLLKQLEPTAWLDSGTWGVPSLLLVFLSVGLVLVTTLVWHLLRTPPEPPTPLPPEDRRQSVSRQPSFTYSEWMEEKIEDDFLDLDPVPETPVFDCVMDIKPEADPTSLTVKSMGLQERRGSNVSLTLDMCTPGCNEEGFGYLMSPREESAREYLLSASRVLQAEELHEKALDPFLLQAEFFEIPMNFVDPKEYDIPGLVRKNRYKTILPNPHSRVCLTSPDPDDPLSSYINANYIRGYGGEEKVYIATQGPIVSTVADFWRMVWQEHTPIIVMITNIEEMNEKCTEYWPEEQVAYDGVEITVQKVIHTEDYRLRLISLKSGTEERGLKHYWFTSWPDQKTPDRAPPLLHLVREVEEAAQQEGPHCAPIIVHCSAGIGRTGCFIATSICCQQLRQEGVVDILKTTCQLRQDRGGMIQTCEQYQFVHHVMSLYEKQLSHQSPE
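System: STEP (striatal-enriched tyrosine phosphatase) enzyme, cell-free; medium: Bis-Tris pH 6.0 buffer with DTT, detergent; dosing: 20 µM, 1% DMSO; times: reaction 20 min, ambient temperature; detection: fluorescence, 480/540 nm; read-out basis: normalized % inhibition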
NadD block: inhibitors of S. aureus NadD, primary screen, biochemical, colorimetric, uHTS; Nicotinate-nucleotide adenylyltransferase NadD (Staphylococcus aureus N315); purified NadD enzyme, colorimetric absorbance read-out; inhibition, % at 20 µM; 0.78% of 360,000 active; in the data active = inhibition above about 26%; note: some compounds past the cut are filed as inactive
NRP1-CendR mod: modulators of CendR peptide binding to NRP-1, primary screen, biochemical, fluorescence polarization, uHTS; FAM-RPARPAR peptide binding to NRP-1; inhibition, % at 25 µM; 0.85% of 360,000 active; AID 602438, 2012;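 active = inhibition or corrected inhibition above about 18%, plus a signal ratio from 0.5 to 1.5, limit read from the data, passing the limit was not always enough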; note: strong numbers were not always called active
Scp1 inh: Scp-1 phosphatase inhibitors, primary screen, biochemical, colorimetric, uHTS. Carboxy-terminal domain RNA polymerase II polypeptide A small phosphatase 1 (Homo …. Recombinant Scp1, phosphopeptide, malachite green phosphate absorbance. inhibition, % at 20 µM. 0.88% of 340,000 active. AID 493091, 2011;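 active = inhibition above about 50% at 20 µM, limit read from the data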;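 note: plate controls were DMSO wells with enzyme for no effect and wells lacking enzyme for full effect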
Target sequence (Q9GZU7 76-261 limits assumed): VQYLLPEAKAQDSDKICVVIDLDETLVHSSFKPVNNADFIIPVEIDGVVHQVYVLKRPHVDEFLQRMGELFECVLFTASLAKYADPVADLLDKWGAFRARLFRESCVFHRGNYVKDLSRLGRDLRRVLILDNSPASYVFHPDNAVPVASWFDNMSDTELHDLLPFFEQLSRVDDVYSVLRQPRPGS
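assay system = SCP-1 phosphatase catalytic domain, residues 76-261 | buffer or medium = 50 mM Tris acetate pH 5.5, 0.005% Tween-20, 10 mM MgCl2 | incubation = enzyme reaction 45 min at room temperature, colour 5 min, stabilisation 30 min | signal = Phosphate-binding colour reagent, absorbance read at 630 nm | measure = % inhibition at 20 µM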
DNMT1 inh: human DNMT1 methyltransferase inhibitors, primary screen, biochemical, molecular beacon, fluorescence, HinP1I cleavage, uHTS | AID 588458, 2011 | DNA (cytosine-5)-methyltransferase 1 (Homo sapiens), P26358 | inhibition (reported as % activation of signal), % at 10 µM | 0.83% of 360,000 active; in the data active = inhibition above about 50%
An asterisk follows results filed as active; i = inactive; nt = no result given.

SMILES | LMPTP block | SKN-1 inh | SUMO1-SIM PPI | TbMetRS inhib | Neddyl block | STEP inh | NadD block | NRP1-CendR mod | Scp1 inh | DNMT1 inh
COc1cc(OC)c2c3c(c(C4CCCCC4)nc2c1)CCC3 | 4.2 | -2.8 | 1.7 | -0.3 | i | -0.8 | 5.4 | 6.7 | 6.1 | 1.9
CS(=O)(=O)N(CC(=O)N1CCOCC1)c1cccc([N+](=O)[O-])c1 | -0.8 | -2.1 | -9.9 | 0.4 | i | -1.8 | 6.2 | -10.0 | -9.4 | 1.1
CCOC(=O)[C@]12CCCC=C1N(Cc1ccccc1)C(=O)[C@H](CC(=O)NCc1ccccc1)C2 | 0.3 | 12.6 | -7.3 | -0.5 | i | nt | nt | -3.9 | nt | nt
COc1ccc(N2CCN(S(=O)(=O)CCNC(=O)COc3cccc(OC)c3)CC2)cc1 | 1.0 | 0.9 | 0.4 | -0.1 | i | 2.1 | 3.9 | 9.6 | -5.2 | -4.1
CC1(Cc2cccc(C#N)c2)C(=O)Nc2c(Cl)cccc21 (stereo unspecified) | -1.0 | 13.3 | 2.8 | -0.3 | i | -1.0 | -2.8 | 1.3 | nt | -0.4
NS(=O)(=O)c1cnccc1Nc1cccc(F)c1 | -0.3 | 4.6 | -3.4 | 2.0 | i | 0.1 | 0.9 | -0.5 | -3.5 | 1.7
O=C(OCCOc1ccccc1)c1cc(S(=O)(=O)N2CCOCC2)c(Cl)cc1Cl | 1.1 | 5.9 | 1.5 | 0.4 | i | 2.5 | -7.3 | -2.9 | nt | 3.2
CCC1CN(C(=O)N2CCC(C(=O)NCc3ccco3)CC2)c2ccccc2O1 (stereo unspecified) | -3.3 | 9.5 | 3.5 | 0.7 | i | 3.4 | -1.7 | 8.4 | -5.7 | 0.6
COc1cccc(CNn2c(-c3cccc(C)c3)nc3ccccc3c2=O)c1 | 1.8 | 5.5 | 2.4 | -0.5 | i | 3.4 | -6.3 | -9.2 | 1.5 | 0.7
O=C(O)c1ccccc1NC(c1ccccc1)c1ccc(Cl)cc1 (stereo unspecified) | 3.2 | 4.8 | 13.1 | 0.3 | nt | -1.3 | 3.9 | 1.3 | -14.2 | -0.4
O=C(CSc1cccc(C(F)(F)F)c1)Nc1nnc(C2CC2)s1 | -0.1 | -1.8 | 2.2 | -0.3 | i | -1.6 | 2.3 | -17.3 | -0.1 | 1.6
Cc1ccc(NC(=O)c2ccc(Cl)nc2)cc1 | 0.4 | 1.1 | -2.6 | 0.2 | i | -0.1 | -11.2 | -7.9 | -3.0 | -2.4
Cc1cc(-c2nnc(SCCC(=O)Nc3ccccc3)o2)no1 | -0.6 | 4.0 | 8.2 | -0.2 | i | -0.2 | 5.0 | 17.7 | -2.4 | -1.9
COc1ccc(OC)c(/C=N/NC(=O)C(=O)N2CCCCCC2)c1 | -0.2 | 17.2 | -7.7 | -0.3 | i | 0.9 | 4.8 | 2.6 | -9.5 | 0.1
ON1C2CCCCC2N(O)C1c1ccccc1C(F)(F)F (stereo unspecified) | -3.8 | 10.1 | 0.8 | -0.3 | i | -6.1 | -5.1 | 8.3 | -4.3 | -1.9
COc1cccc(C(=O)N2CCN(C(=O)C3COc4ccccc4O3)CC2)c1 (stereo unspecified) | -0.3 | -1.1 | 3.5 | -0.7 | i | 0.1 | -1.9 | 0.8 | -1.7 | -2.0
O=C(NCc1cccnc1)Nc1ccc(Cl)cc1Cl | -0.5 | -6.7 | 1.6 | -0.2 | i | 1.1 | -1.2 | 0.1 | 1.0 | -0.8
CC(C)(C)[C@H]1C=C(C(=O)NCc2nc3ccccc3[nH]2)O[C@@H](OCCCCO)C1 | -1.3 | 12.4 | 1.4 | 57.0* | i | -2.7 | -0.4 | -0.8 | -6.2 | 1.7
COc1ccccc1-c1cnc(C(O)c2ccc(C)cc2)[nH]1 (stereo unspecified) | -2.1 | -8.3 | 1.7 | 0.0 | i | 7.1 | -3.4 | 0.2 | nt | 1.2
CCC(CC)C(C(=O)NCc1ccccc1)N1CCN(c2cccc(C)c2C)CC1 (stereo unspecified) | 1.5 | 13.4 | 5.1 | -0.5 | i | nt | nt | 6.6 | nt | nt
CCOc1ccc2nc(N3CCCC(C(=O)NCCCN4C(C)CCCC4C)C3)sc2c1 (stereo unspecified) | -1.0 | 1.1 | -1.4 | -0.1 | i | 0.8 | -10.4 | 0.0 | -8.6 | -2.3
Cc1cccc(C)c1NC(=O)CNC(=O)C(C)N(C)CC(=O)Nc1ccc(F)cc1 (stereo unspecified) | -0.6 | 0.2 | -3.8 | -0.5 | i | 2.1 | -3.2 | -4.9 | -2.0 | -0.2
COc1ccc(Cl)cc1NC(=O)c1nnn(CC(=O)Nc2cc(C)cc(C)c2)c1N | 0.6 | -11.6 | 13.9 | -0.3 | i | 9.5 | 10.0 | -5.7 | -4.7 | 36.7
CCOCCCNC(=O)C1CCCN(S(=O)(=O)c2cccc3nsnc23)C1 (stereo unspecified) | -1.9 | -2.3 | -29.6 | -0.6 | i | -5.2 | -1.6 | 6.9 | 0.3 | -1.7

Limited to NadD block (2 entries from above):
SMILES	NadD block
CCC1CN(C(=O)N2CCC(C(=O)NCc3ccco3)CC2)c2ccccc2O1 (stereo unspecified)	-1.7
NS(=O)(=O)c1cnccc1Nc1cccc(F)c1	0.9

Remaining list, next part
SMILES | LMPTP block | SKN-1 inh | SUMO1-SIM PPI | TbMetRS inhib | Neddyl block | STEP inh | NadD block | NRP1-CendR mod | Scp1 inh | DNMT1 inh
CC(C)CO/C(=N/S(=O)(=O)c1ccccc1)c1ccccc1 | -1.5 | 5.7 | 1.2 | -0.4 | i | 0.4 | -8.3 | -2.9 | -8.4 | -1.6
CN(CC1CCCN(CCc2ccc(Cl)cc2)C1)C(=O)CC(F)(F)F (stereo unspecified) | -1.6 | 2.2 | 1.4 | -0.3 | i | -1.6 | -4.9 | 6.0 | -7.0 | -2.4
CCc1ccc(-c2cc(C(=O)N/N=C/c3ccccn3)[nH]n2)cc1 | -2.0 | -13.1 | -4.9 | -0.5 | i | 2.1 | 15.7 | 3.1 | -6.0 | 1.9
O=C(CSc1ncc(-c2ccc(F)cc2)n1Cc1ccco1)Nc1ccc2c(c1)OCO2 | 2.4 | 10.5 | 0.3 | -0.1 | i | -2.4 | 2.0 | 2.6 | 0.2 | -7.5
Cc1ccc(S(=O)(=O)N2CCC(C(=O)NNC(=O)c3ccccc3O)CC2)cc1C | 0.1 | 15.2 | 8.6 | -0.5 | i | 1.3 | 2.5 | 3.1 | -7.6 | -0.7
CCN(CC)CCN1c2ccccc2Sc2ccccc21 | -2.4 | -0.4 | 4.6 | -0.1 | i | 3.8 | -2.1 | -5.7 | -12.6 | 2.7
O=C(NCC(F)(F)F)C1C(=O)Nc2ccccc2C(=O)N1C1CCCC1 (stereo unspecified) | -0.8 | -18.5 | 3.0 | -0.4 | i | nt | nt | 12.7 | nt | nt
CC(=O)Oc1cccc(N2C(=O)C3CC=CCC3C2=O)c1 (stereo unspecified) | -1.1 | 5.9 | 0.9 | -0.1 | i | 0.2 | 2.9 | 7.8 | 0.2 | 4.3
COc1cc(C2C(C(=O)/C=C/c3ccccc3)=C(O)C(=O)N2c2ccccn2)ccc1O (stereo unspecified) | 3.0 | 3.4 | -7.6 | -0.6 | i | 1.2 | 3.9 | -178.3 | -4.5 | 6.1
Cc1ccc(-n2c(C)cc(/C=N\NC(=O)CC(=O)NC(C)C)c2C)cc1 | -0.2 | -10.7 | -2.7 | -0.6 | i | -1.4 | 1.3 | 32.4* | 3.7 | -3.0
Cc1cc(C(=O)Nc2ccccc2C(=O)O)ccc1NC(=O)COc1cccc(C)c1C | 40.6 | -12.8 | 23.1 | -0.4 | i | 27.7 | 11.0 | -38.8 | 21.3 | -3.8
CN1C(=O)C2(OCC(CO)([N+](=O)[O-])CO2)c2ccccc21 (stereo unspecified) | 4.1 | -1.3 | -0.6 | -1.2 | i | 1.0 | -2.2 | 7.5 | -0.5 | -1.2
O=C(O)C1CCN(c2ccc(Cl)nn2)CC1 | -2.3 | -5.3 | -5.4 | -0.3 | i | -5.5 | -1.1 | 6.8 | -1.8 | 1.6
CCn1c(SCC(=O)Nc2ccccc2C(=O)OC)nnc1-c1ccc(N)cc1 | -1.1 | -21.2 | 1.7 | -0.1 | i | 3.2 | 1.4 | -8.2 | -1.1 | 2.8
Cc1ccc(CSc2nc3c(c(N(C)C)n2)CCCC3)cc1 | 5.9 | 3.9 | 2.5 | 0.1 | i | 17.6 | 12.2 | 1.2 | 4.6 | -0.3
CCOc1cccc(CN2CCCC(C(=O)c3cccc(C(F)(F)F)c3)C2)c1O (stereo unspecified) | 3.7 | -5.7 | 1.1 | -1.2 | i | 1.4 | -9.8 | 1.4 | 0.1 | 4.0
O=C(c1cnn2c(C(F)F)cc(-c3ccccc3)nc12)N1CCN(Cc2ccc3c(c2)OCO3)CC1 | 1.9 | 11.7 | -5.9 | -0.3 | i | -1.0 | -0.2 | 11.6 | -4.8 | -4.2
COc1ccc(NC(=O)CSCC(=O)NCc2cccc(C(F)(F)F)c2)cc1 | 0.7 | -2.8 | -4.3 | -0.3 | i | -1.1 | -5.3 | -8.0 | -4.9 | 5.0

Shown with values under each structure: entries from further up.
Below each SMILES – LMPTP block | SKN-1 inh | SUMO1-SIM PPI | TbMetRS inhib | Neddyl block | STEP inh | NadD block | NRP1-CendR mod | Scp1 inh | DNMT1 inh
- Cc1ccc(CSc2nc3c(c(N(C)C)n2)CCCC3)cc1
→ 5.9 | 3.9 | 2.5 | 0.1 | i | 17.6 | 12.2 | 1.2 | 4.6 | -0.3
- CCOc1cccc(CN2CCCC(C(=O)c3cccc(C(F)(F)F)c3)C2)c1O (stereo unspecified)
→ 3.7 | -5.7 | 1.1 | -1.2 | i | 1.4 | -9.8 | 1.4 | 0.1 | 4.0
